LGR2 antag: inhibitors of bursicon-induced LGR2 CRE-luciferase signal, primary screen, cell-based, HEK293, CRE-luciferase reporter, bursicon stimulation; Drosophila bursicon receptor LGR2 (rickets); bursicon-stimulated, 4 h; inhibition, % at 9.99 µM; actives 0.35% (n = 380,000); AID 720647, 2013;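 active = drop in luminescence signal, shown as inhibition above about 50% in the replicate tests, limit read from the data, passing the limit was not always enough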;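 note: agonist challenge used bursicon conditioned medium at about half maximal strength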
esBAF inh: Bmi1 luciferase reporter increase in mESCs, primary screen, esBAF inhibitor project, mouse ES cells, Bmi1 luciferase knock-in, single point. 24 h; 100% = twice the neutral-well signal. reporter increase, % at 12.5 µM. actives 2% (n = 350,000); in the data active = activation above about 40%;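 note: 0% = median of the plate's neutral control wells and 100% = double that signal; a rise in the Bmi1 reporter signal indicates esBAF inhibition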
FN deposition inh: inhibitors of fibronectin matrix deposition, primary screen, AH1F cells, Alexa488-fibronectin fluorescence, plate reader; inhibition, % at 12.6 µM; AH1F fibroblasts, overnight; actives 0.086% (n = 350,000);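 active = mean inhibition across replicates of 30% or more, regardless of how many single replicates reach that level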;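 note: positive control wells lacked labelled fibronectin entirely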
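Material: AH1F fibroblast monolayer depositing Alexa488-labelled fibronectin into matrix | Input: 10000 AH1F cells/well | Medium: DMEM plus 2% serum, read in PBS | Reagent: Alexa488-fibronectin, 24 nM final in well | Compound dosing: One dose per compound, pinned | Schedule: 1 h adhesion, overnight exposure | Measured by: Fluorescence at 485 nm excitation, 525 nm emission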
C2C12 statin: suppressors of statin myotoxicity in C2C12 myotubes, primary screen, cell-based, single point, plate reader; actives 0.78% (n = 330,000); C2C12 myotubes + simvastatin, ATP luminescence, 48 h; scaled: DMSO 0, geranylgeraniol control 100; AID 602340, 2012; rescue of ATP level, % at 7.49 µM;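 active = mean ATP rescue above about 67%, or every replicate alone reaching that limit, limit read from the data, passing the limit was not always enough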;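 note: myotubes were challenged with 10 µM simvastatin during compound exposure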
SIRT5 block: SIRT5 desuccinylase inhibitors, primary screen, biochemical, fluorescence imaging, single point, set 5 | NAD-dependent protein deacylase sirtuin-5, mitochondrial (Homo sapiens), Q9NXA8 | Purified SirT5, succinyl-peptide AMC, trypsin-coupled fluorescence | inhibition, % at 15 µM | actives 1.1% (n = 330,000) | AID 652115, 2013; in the data active = inhibition above about 15%
Target sequence (Q9NXA8 whole entry, looked up): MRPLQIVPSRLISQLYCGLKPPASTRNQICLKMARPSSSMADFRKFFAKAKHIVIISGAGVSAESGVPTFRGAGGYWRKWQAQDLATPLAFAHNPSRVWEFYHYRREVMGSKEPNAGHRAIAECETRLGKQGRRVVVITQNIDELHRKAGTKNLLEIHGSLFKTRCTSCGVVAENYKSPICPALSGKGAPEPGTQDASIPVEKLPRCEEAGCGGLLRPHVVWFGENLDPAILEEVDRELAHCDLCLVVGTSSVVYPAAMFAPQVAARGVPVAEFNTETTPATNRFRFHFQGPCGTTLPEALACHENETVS
S100A4 inh HTS: inhibitors of S100A4-myosin IIA peptide binding, primary screen, biochemical, fluorescence polarization, TAMRA-MyoIIA peptide; Protein S100-A4 (Homo sapiens), P26447; inhibition, % at 10.7 µM; actives 0.14% (n = 360,000);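 active = mean inhibition of at least 70% across replicates, with every replicate also reaching that level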
Target sequence (P26447 whole entry, looked up): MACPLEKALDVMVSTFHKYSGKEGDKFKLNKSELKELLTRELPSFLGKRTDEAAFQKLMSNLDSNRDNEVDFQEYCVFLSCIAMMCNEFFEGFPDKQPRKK
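Material: S100A4 monomer protein / Buffer or medium: 50 mM HEPES pH 7.2, 10 mM CaCl2, 100 mM KCl / Times: 5 min incubation before reading / Benchmarks: neutral control DMSO, positive control TFP / Reagent: labelled myosin peptide probe, 5 nM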
Casp6 inh: human caspase-6 inhibitors, primary screen, biochemical, VEID-R110 fluorescence, single point, set 2. purified caspase-6, Z-VEID-R110 cleavage fluorescence. actives 0.53% (n = 350,000). inhibition, % at 12.5 µM. P55212;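 active = mean inhibition across replicates at least about 35%, with every replicate also reaching that limit, limit read from the data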;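 note: 0% = median of neutral control wells and 100% = no fluorescence left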
Target sequence (P55212 24-179 limits assumed): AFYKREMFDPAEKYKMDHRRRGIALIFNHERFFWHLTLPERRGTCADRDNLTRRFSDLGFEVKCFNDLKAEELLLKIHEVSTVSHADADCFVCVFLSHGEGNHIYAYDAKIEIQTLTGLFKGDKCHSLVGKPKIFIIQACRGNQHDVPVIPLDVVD
Target sequence (P55212 194-293 limits assumed): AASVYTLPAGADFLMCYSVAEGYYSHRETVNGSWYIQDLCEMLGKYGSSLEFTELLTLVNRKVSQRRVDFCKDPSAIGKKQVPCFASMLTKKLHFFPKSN
An asterisk follows results filed as active; · = not tested or not shown. An excerpt; rates above refer to the full screens.

SMILES | LGR2 antag | esBAF inh | FN deposition inh | C2C12 statin | SIRT5 block | S100A4 inh HTS | Casp6 inh
Cc1nnc(SC(C)C#N)n1-c1ccccc1 (stereo not given) | -7 | · | -6 | · | · | 1 | -3
C[C@@H]1CN([C@H](C)CO)C(=O)Cc2cc(NC(=O)CCC(F)(F)F)ccc2O[C@H]1CN(C)C(=O)Nc1ccc2c(c1)OCO2 | -5 | 1 | · | -1 | 3 | 11 | -1
O=c1c(Cc2c(F)cccc2Cl)c(O)ccn1CCc1c[nH]c2ccccc12 | 6 | · | 9 | · | 1 | -2 | 0
C[C@@H]1CN([C@H](C)CO)C(=O)c2cc(NS(=O)(=O)c3ccc(Cl)cc3)ccc2O[C@@H](C)CCCCO[C@@H]1CN(C)S(=O)(=O)c1ccccc1 | 15 | 0 | -8 | · | 13 | 1 | 1
CC(C)Cn1c(N)c(C(=O)COC(=O)c2ccc3c(c2)OCCO3)c(=O)n(C)c1=O | · | 13 | 1 | -5 | · | · | ·
CCc1cccc(NC(=O)CCS(=O)(=O)c2cccc3nonc23)c1 | · | -2 | 9 | 1 | · | · | ·
COc1ccc(C(C)=O)cc1CSc1nnnn1-c1ccc(O)cc1 | 7 | -2 | 1 | 12 | -5 | 1 | 0
O=C1NC(c2ccccc2)=NC1(NS(=O)(=O)c1ccccc1)C(F)(F)F (stereo not given) | 5 | -1 | · | -8 | · | · | ·
O=C(Nc1ccc(Cl)cn1)c1ccc(COCC(F)(F)C(F)F)o1 | · | 34 | -6 | -1 | · | · | ·
O=C1c2cccnc2C(O)N1C1CCCCC1 (stereo not given) | · | -8 | · | -7 | -8 | -4 | -16
COc1ccc(S(=O)(=O)N2CCOC2CNC(=O)C(=O)NCc2cccnc2)cc1OC (stereo not given) | -6 | 3 | 1 | -32 | -5 | -3 | 13
COc1ccc(C(=O)N2CCN(Cc3nc(CC4CC4)no3)CC2)cc1 | -1 | · | -3 | · | -4 | 1 | -1
COCC(=O)N1[C@@H]2Cn3c(ccc(-c4ccccc4)c3=O)[C@H]1[C@@H](C(=O)NCc1ccccn1)[C@@H]2CO | 4 | -6 | · | 2 | -34 | -2 | -4
COc1cccc(S(=O)(=O)Nc2ccc3c(c2)C(=O)N(C)[C@@H]2CC[C@H](CC(=O)NCC4CCCCC4)O[C@@H]2CO3)c1 | 8 | 6 | -7 | -16 | 0 | -5 | -2
CC(C)CC#Cc1cnc2c(c1)C(=O)N([C@@H](C)CO)C[C@@H](C)[C@H](CN(C)C(=O)CN1CCOCC1)O2 | -29 | 1 | -12 | -4 | -3 | 3 | 1

Reformatted: two of the compounds above.
SMILES	LGR2 antag	esBAF inh	FN deposition inh	C2C12 statin	SIRT5 block	S100A4 inh HTS	Casp6 inh
O=C1c2cccnc2C(O)N1C1CCCCC1 (stereo not given)	·	-8	·	-7	-8	-4	-16
COc1ccc(S(=O)(=O)N2CCOC2CNC(=O)C(=O)NCc2cccnc2)cc1OC (stereo not given)	-6	3	1	-32	-5	-3	13

Additional structures follow:
SMILES | LGR2 antag | esBAF inh | FN deposition inh | C2C12 statin | SIRT5 block | S100A4 inh HTS | Casp6 inh
Cc1ccc(S(=O)(=O)Nc2ccc3c(c2)CC(=O)N([C@H](C)CO)C[C@H](C)[C@H](CN(C)S(=O)(=O)c2ccc(Cl)cc2)O3)cc1 | -4 | 4 | · | 8 | · | · | ·
CCC(=O)N1CC2(C1)[C@@H](c1ccccc1)[C@@H](CO)N2C(=O)c1ccccc1 | 1 | · | · | · | -2 | 9 | 2
O=C(NCCO)c1cccc(-c2cnc3cccnn23)c1 | -3 | -12 | 2 | 6 | · | 7 | 19
O=C(NCC(c1ccco1)N1CCN(c2ccc(F)cc2)CC1)c1ccco1 (stereo not given) | 6 | 16 | · | 0 | -1 | -3 | 0
Cc1ccc(NC(=O)O/N=C/c2ccc(F)cc2)cc1 | -65 | 56* | -3 | -12 | -1 | -1 | 0
COc1cccc(CN(C)C(=O)CC[C@H]2O[C@@H](n3cnc4c(NC(=O)c5ccccc5)ncnc43)[C@H](O)[C@@H]2O)c1 | -8 | -2 | 3 | -8 | -6 | -2 | -1
Cc1c(C(=O)NCc2ccc(F)cc2)sc(=O)n1Cc1ccc(Cl)c(Cl)c1 | 7 | 15 | -56 | 22 | · | -3 | -1
CCCNC(=O)c1cc(C2CCCN(C(=O)c3cc(C(C)(C)C)nn3C)C2)on1 (stereo not given) | -2 | -7 | -5 | -1 | · | -5 | -1
O=C1NC(=S)N(c2cccc(Cl)c2)C12CCCCC2 | · | · | -4 | · | -3 | 0 | -1
CNC[C@@H]1OCCCC[C@@H](C)Oc2ccc(N)cc2C(=O)N([C@@H](C)CO)C[C@H]1C | -11 | -5 | -1 | 13 | · | · | ·
COc1ccccc1NC(=O)N[C@H]1C=C[C@H](CC(=O)N2CCC(Cc3ccccc3)CC2)O[C@H]1CO | 4 | · | -15 | · | 1 | -79 | 0
O=c1[nH]c2ccc(S(=O)(=O)N3CCN(c4ccccc4F)CC3)cc2s1 | · | -11 | -11 | 0 | · | · | ·
CCOc1ccc(/C=N/NC(=O)C(C)Sc2ccccn2)cc1OCC (stereo not given) | -29 | · | · | · | 7 | 0 | 23
COc1ccc(NC(=O)Nc2ccc3c(c2)C(=O)N([C@H](C)CO)C[C@@H](C)[C@H](CN(C)Cc2ccc(C(F)(F)F)cc2)O3)cc1 | 3 | -3 | · | -29 | 0 | -2 | 0
Cc1cccc(NC(=O)NN2CCN(C)CC2)c1C | 0 | -8 | 1 | -3 | 0 | -1 | 9
C[C@@H]1CCCCO[C@H](CN(C)C(=O)Nc2ccc3c(c2)OCO3)[C@@H](C)CN([C@@H](C)CO)C(=O)c2cc(NC(=O)CCC(F)(F)F)ccc2O1 | 5 | 2 | · | · | -11 | 6 | 15
CCOc1ccc(C(=O)Nc2ccc(N3CCN(S(C)(=O)=O)CC3)cc2)cc1[N+](=O)[O-] | -5 | · | -1 | · | 1 | -1 | -1
CCOC(=O)c1cc2n(c1N)-c1ccccc1C2=O | · | 21 | 6 | -13 | · | · | ·
Cc1cc(Cl)ccc1OCc1nnc(-c2ccccc2C)o1 | -64 | 99* | 4 | -15 | -1 | 2 | 2
CCS(=O)(=O)N1CCC(C(=O)NCc2ccc(F)cc2Cl)CC1 | 0 | -10 | · | -2 | · | 3 | -2
N#C[C@@H]1[C@H](c2ccccc2)[C@H](CO)N1C(=O)c1ccccc1F | -1 | -1 | 10 | -14 | 2 | 3 | -1
Cc1cccc(N/N=C/c2ccccc2O)c1 | -5 | · | 1 | · | 7 | 1 | -3
CN1C(=O)c2cc(NC(=O)Nc3ccc(F)cc3)ccc2OC[C@H]2O[C@@H](CC(=O)NC3CCC3)CC[C@H]21 | -6 | 3 | -8 | -31 | 1 | 1 | 1
Cc1cc2c(c(SCC(=O)NCc3ccc(Cl)cc3)n1)C(=O)OC2 | -5 | · | 5 | · | -3 | -4 | -6
Cn1ccc2c(-c3ccc(F)cc3F)cc3c(c21)C1CCC3C1 (stereo not given) | -6 | -4 | -8 | -4 | · | 7 | -1
COc1ccc(NC(=O)Cn2cc(S(=O)(=O)Cc3ccccc3)c3ccccc32)c(OC)c1 | 7 | · | -1 | · | -1 | -15 | 3
O=C(NC1CCCCC1)N1CC(=O)N2[C@H](C1)[C@H](c1ccc(-c3ccncc3)cc1)[C@@H]2CO | 9 | · | 1 | · | 0 | 8 | 3
FC(F)(F)c1cccc(OCc2noc(-c3ccsc3)n2)c1 | 3 | · | -4 | · | -2 | -1 | 1
CNC(=O)c1cc(-c2ccc(Cl)cc2)n(-c2ccccc2)n1 | 2 | -11 | 2 | 23 | 0 | 55 | -2
CCc1ccc(CN(C)Cc2nc(Cc3ccc(OC)c(OC)c3)no2)nc1 | -10 | · | 5 | · | -1 | -4 | -1
CC(C)(C)OC(=O)N1C(=O)[C@](OC(=O)c2ccccc2)(c2ccccc2)c2cccc(F)c21 | 12 | · | · | · | 1 | 7 | -3
O=C(O)COc1ccccc1C=NNc1ccc([N+](=O)[O-])cc1S(=O)(=O)Nc1ccc(Cl)cc1 | -6 | · | 0 | 6 | 11 | -12 | 25
C=CC[C@@H](CC(=O)N[C@H](CO)Cc1ccccc1)C(=O)N[C@@H](COC(=O)[C@H](CC=C)CC(=O)OC(C)(C)C)Cc1ccccc1 | 15 | 1 | -6 | -17 | · | -5 | 0
C[C@@H]1CN([C@H](C)CO)C(=O)CCCn2cc(nn2)CO[C@H]1CN(C)Cc1ccc(Oc2ccccc2)cc1 | -2 | 2 | 3 | -4 | -3 | 0 | 0
COCC(=O)Nc1ccc2c(c1)OC[C@@H](C)N(C)C[C@H](C)[C@H](OC)CN(C)C2=O | -7 | 1 | 0 | 3 | -3 | 6 | 0
COc1ccc(Cl)cc1NC(=O)NCc1ccc2c(c1)OCO2 | 13 | · | 3 | · | -4 | 0 | 3
Cc1ccc(NC(=O)CC(NC(=O)c2ccccc2Cl)c2ccccc2)nc1 (stereo not given) | 2 | -5 | 3 | 5 | 0 | -1 | 0
COc1ccccc1-c1cc(C(=O)Nc2cc(C)n(Cc3ccc(Cl)cc3)n2)no1 | 16 | 5 | 1 | -16 | · | · | ·
O=C(CSc1n[nH]c(=O)[nH]c1=O)Nc1ccc(Br)cc1Br | 0 | 3 | -3 | 14 | -23 | 1 | -4
CC1Cn2c(nc(=O)c3c2NCN(CCc2ccccc2)C3)S1 (stereo not given) | 10 | -6 | -7 | 0 | 0 | 6 | 1
CCOc1cc(S(=O)(=O)N2CCC(c3nc4ccccc4s3)CC2)c(OCC)cc1S(=O)(=O)N1CCCCC1 | 15 | -5 | -2 | -37 | -1 | -5 | -3
CC(C)NC(=O)N1[C@H](CO)[C@@H](c2ccccc2)[C@H]1CN(C)C(=O)c1cccnc1 | 6 | 11 | -8 | 13 | · | · | ·
CC1=NN(c2nc(-c3ccc(C)cc3)cs2)C(=O)C1N=Nc1cccc(O)c1 (stereo not given) | 0 | 5 | -3 | 4 | -2 | -7 | -1
CC(=O)NC(c1cccc(F)c1)c1nc(-c2ccccc2)cs1 (stereo not given) | 6 | 7 | -5 | 53 | 3 | 3 | -1
Cn1nc(-c2ccccc2)c(-c2nc(-c3cccc(C(F)(F)F)c3)no2)c1Cl | -7 | · | -8 | · | -3 | -1 | 0

One compound at a time (already shown). Screens in order: LGR2 antag | esBAF inh | FN deposition inh | C2C12 statin | SIRT5 block | S100A4 inh HTS | Casp6 inh
CC(C)NC(=O)N1[C@H](CO)[C@@H](c2ccccc2)[C@H]1CN(C)C(=O)c1cccnc1 is listed as 6 | 11 | -8 | 13 | · | · | ·
CC(=O)NC(c1cccc(F)c1)c1nc(-c2ccccc2)cs1 (stereo not given) is listed as 6 | 7 | -5 | 53 | 3 | 3 | -1
C=CC[C@@H](CC(=O)N[C@H](CO)Cc1ccccc1)C(=O)N[C@@H](COC(=O)[C@H](CC=C)CC(=O)OC(C)(C)C)Cc1ccccc1 is listed as 15 | 1 | -6 | -17 | · | -5 | 0
CCOc1cc(S(=O)(=O)N2CCC(c3nc4ccccc4s3)CC2)c(OCC)cc1S(=O)(=O)N1CCCCC1 is listed as 15 | -5 | -2 | -37 | -1 | -5 | -3

Next part
SMILES | LGR2 antag | esBAF inh | FN deposition inh | C2C12 statin | SIRT5 block | S100A4 inh HTS | Casp6 inh
COC(=O)c1ccc2[nH]c(C3(O)CCCCC3)c(C)c2c1 | -53 | 72* | 1 | -5 | · | 0 | 1
CCC(C)(C)NC(=O)C(c1ccc(OC)cc1)N(C(=O)CCC(=O)Nc1cc(C)on1)c1ccccc1OC (stereo not given) | -5 | 2 | 4 | 0 | 0 | -1 | 6
Cc1cc(C)n2c(Nc3c(C)cccc3C)c(CCc3ccccc3)nc2n1 | 7 | · | -3 | · | · | -16 | -3
COC(=O)c1cc(=O)c2c([N+](=O)[O-])ccc(OC)c2o1 | 2 | · | -6 | · | -4 | -3 | 1

Screening results (PubChem BioAssay)
